From PubChem
N370S GC: inhibits or activates N370S mutant glucocerebrosidase; hit rate 0.092% among 330,000; Potency, µM (series often up to 59.4 µM), inactives show at the highest dose activity change, negative = inhibition, usual class: inhibitors; N370S GC spleen homogenate, 4MU-glucoside fluorescence; AID 2101; P04062;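 also: 0% = full enzyme activity and -100% = no enzyme basal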
TDP1 inh: TDP1 (human) enzyme inhibition; recombinant TDP1, AlphaScreen DNA substrate cleavage; Potency, µM (titrated, usually from 130 µM), for the others: top-dose activity change, negative = inhibition, hits mostly inhibitors; hit rate 0.28% among 350,000; Q9NUW8; also: nearly all actives have a fitted effect of over 40% in size
Target sequence (Q9NUW8 whole entry, looked up): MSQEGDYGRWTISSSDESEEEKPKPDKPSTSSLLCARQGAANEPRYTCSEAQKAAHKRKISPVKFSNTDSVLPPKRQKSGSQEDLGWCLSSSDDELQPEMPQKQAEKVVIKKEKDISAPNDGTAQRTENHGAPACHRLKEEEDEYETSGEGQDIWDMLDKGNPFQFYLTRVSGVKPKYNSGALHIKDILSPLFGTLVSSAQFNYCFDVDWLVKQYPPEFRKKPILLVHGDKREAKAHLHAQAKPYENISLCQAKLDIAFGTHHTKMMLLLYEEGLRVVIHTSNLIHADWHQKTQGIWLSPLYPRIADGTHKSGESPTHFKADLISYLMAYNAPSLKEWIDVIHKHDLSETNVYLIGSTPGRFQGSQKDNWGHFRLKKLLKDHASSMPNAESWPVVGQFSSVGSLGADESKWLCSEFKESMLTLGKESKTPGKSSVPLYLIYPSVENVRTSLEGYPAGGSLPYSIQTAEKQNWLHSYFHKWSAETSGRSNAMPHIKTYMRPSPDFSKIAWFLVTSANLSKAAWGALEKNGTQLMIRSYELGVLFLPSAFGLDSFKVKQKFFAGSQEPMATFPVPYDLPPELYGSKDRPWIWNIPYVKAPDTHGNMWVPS
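Enzyme-compound mixtures sat 15 min at room temperature, followed by a 5 min reaction with 15 nM final substrate and 10 min with AlphaScreen beads. Recombinant human Tdp1 was used at 1 nM final.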
FEN1 inhibitor: inhibitors of human flap endonuclease 1; Recombinant FEN1 flap cleavage, fluorescence, 15 min; Potency, µM (highest dose often 114 µM), for inactives: top-dose activity change, negative = inhibition, hits mostly inhibitors; hit rate 0.35% among 390,000; AID 588795; also: nearly all actives have a fitted effect of over 65% in size
Target sequence (P39748 whole entry, looked up): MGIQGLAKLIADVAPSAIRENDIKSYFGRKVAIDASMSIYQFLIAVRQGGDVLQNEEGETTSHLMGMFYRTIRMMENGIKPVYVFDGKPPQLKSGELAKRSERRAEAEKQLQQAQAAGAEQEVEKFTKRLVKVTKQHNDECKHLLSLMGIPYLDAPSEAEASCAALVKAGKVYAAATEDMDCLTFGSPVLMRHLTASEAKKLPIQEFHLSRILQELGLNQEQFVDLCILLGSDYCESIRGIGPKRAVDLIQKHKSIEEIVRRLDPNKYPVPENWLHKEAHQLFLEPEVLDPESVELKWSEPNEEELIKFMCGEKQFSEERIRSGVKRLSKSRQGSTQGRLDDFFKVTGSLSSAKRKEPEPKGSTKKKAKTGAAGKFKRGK
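Enzyme 10 nM, 15 min RT preincubation with compound; start with substrate 50 nM final; reads at 0 and 15 min; qHTS titration, four-parameter Hill fit.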
Starred values were filed as active, the others as inactive; ? = inconclusive; . = not tested or not shown; & = joins results of further samples; [ ] = another dose, or the depositor's remark. Calls follow the shape of the dose curve; as a rule, active = well fitted curve in the direction sought with a large enough effect; inconclusive = small, poorly fitted or top-dose-only effect, or another doubt; inactive = no such curve, though single readings can be large; an effect the other way counts as inactive or inconclusive. Unless noted, % is scaled to controls: 0 for no effect and ±100 for the full control effect; potency is read from the fitted curve at half-maximal effect.

cpd | structure | N370S GC | TDP1 inh | FEN1 inhibitor
1 | O=C(NCC(=O)N1CCCCCC1)c1ccc(Br)cc1 | 14% | 2% | 0%
2 | CCOc1ccc(-c2cn3nc(CC(C)C)sc3n2)cc1 | . | 2% | 16%
3 | CNC(=O)/C(=C/c1ccc2c(c1)OCO2)NC(=O)c1ccc(Br)cc1 | -1% | 5% | -11%
4 | COc1ccc(/C=C2\SC(=S)N(CCC(=O)N3CCCCC3)C2=O)cc1 | -3% | 8% | -12%
5 | CCc1ccc(N(C(=O)c2snc(C(N)=O)c2N)C(C(=O)NC2CCCC2)c2ccncc2)cc1 (stereo unspecified) | -12% | . | 5%
6 | CCCn1c(N)c(C(=O)CN2CCN(S(=O)(=O)c3cccc(Cl)c3)CC2)c(=O)[nH]c1=O | . | 1% | 0%
7 | OCCCCNCc1ccc(OCc2ccccc2Cl)cc1 | -13% | 6% | 8%
8 | Cc1ccccc1NC(=O)CNc1ccc(Cl)c(C(F)(F)F)c1 | 3% | -3% | -17%

Additional results:
cpd | structure | N370S GC | TDP1 inh | FEN1 inhibitor
9 | CN1CCN(S(=O)(=O)c2cccc(C(=O)Nc3sccc3C(N)=O)c2)CC1 | . | -1% | -20%
10 | COC(=O)[C@@H]1C[C@@]2(O)[C@@H](O)[C@@H](O)[C@@H](O)C[C@H]2N1CC(c1ccccc1)c1ccccc1 | -2%&8% | -1%&-1% | -13%
11 | CC1CCN(S(=O)(=O)c2ccc(C(=O)NCc3cccnc3)cc2)CC1 | -8% | -3% | -1%
12 | CCCC(O)(c1ccc(CC)cc1)C(CN1CCOCC1)c1ccccc1 (stereo unspecified) | -24% | . | 2%
13 | O=C(Nc1cccc(S(=O)(=O)N2CCCC2)c1)c1ccco1 | . | 1% | 17%
14 | CN1CCC(N(C)C(=S)NCCc2ccccc2)CC1 | -2% | -7% | 2%
15 | CSc1ccc(C2C3(C#N)C(N)=NC4(OCCO4)C23C#N)cc1 (stereo unspecified) | 11% | 2% | 2%
16 | O=C(COC(=O)C1CC1)Nc1ccccc1Sc1ccccc1 | 12% | 0% | -12%

Continuation.
cpd | structure | N370S GC | TDP1 inh | FEN1 inhibitor
17 | C[C@H](NC(=O)c1nc[nH]c1C(=O)N[C@@H](Cc1ccccc1)C(=O)OCc1ccccc1)C(=O)OC(C)(C)C | ? | . | ?
18 | CCc1c(C)c2ccc(O)c(CN3CCCC3)c2oc1=O | ? | . | 0%
19 | CCc1nn(C(C)C(=O)NCCN2CCCCCC2)c(=O)c2cc3occc3n12 (stereo unspecified) | 4% | 5% | 7%
20 | CC1(C)Cc2c(sc3ncnc(NNC(=S)NCc4ccccc4)c23)CO1 | 1% | -5% | 14%
21 | COc1ccc(C(=O)NCc2nnc(SCC(=O)c3ccccc3)n2C)cc1OC | -1% | -1% | -5%
22 | Cc1cc([N+](=O)[O-])cc(/C=N\NC(=O)C2COc3ccccc3O2)c1O (stereo unspecified) | -11% | 11% | -5%
23 | COc1ccc(/C=N/N=C/c2ccc(OC)c(O)c2)cc1O | 3% | 4% | -20%
24 | CCOc1ccc(NC(=O)COc2cccc3c2CCN(Cc2cccnc2)C3=O)cc1 | -15% | 5% | -1%

Among those listed so far, three contain an aryl thioether with sulfur outside any ring.
cpd | structure | N370S GC | TDP1 inh | FEN1 inhibitor
15 | CSc1ccc(C2C3(C#N)C(N)=NC4(OCCO4)C23C#N)cc1 (stereo unspecified) | 11% | 2% | 2%
16 | O=C(COC(=O)C1CC1)Nc1ccccc1Sc1ccccc1 | 12% | 0% | -12%
21 | COc1ccc(C(=O)NCc2nnc(SCC(=O)c3ccccc3)n2C)cc1OC | -1% | -1% | -5%

(cont.)
cpd | structure | N370S GC | TDP1 inh | FEN1 inhibitor
25 | Cc1[nH]c(=O)[nH]c(=O)c1Cc1cccc2ccccc12 | 3% | -2% | -1%
26 | COc1ccc(C(=O)Nc2ccccc2[N+](=O)[O-])cc1S(=O)(=O)N1CCOCC1 | 3% | 3% | 4%
27 | COc1ccc(C)cc1N(CC(=O)Nc1ccc(S(=O)(=O)N2CCOCC2)cc1)S(C)(=O)=O | -13% | 15% | -1%
28 | CC(O)CNCc1cccc2ccccc12 (stereo unspecified) | -6% | -2% | -4%
29 | O=C(Nc1ccc2oc(-c3ccc4ccccc4c3)nc2c1)c1ccc(Cl)c(Cl)c1 | . | 1%[2.28 µM] | -14%
30 | COc1ccccc1NC(=S)N(Cc1ccccc1)Cc1cccnc1 | 0% | 6% | 0%
31 | CCOC(=O)C1=C(C)NC(=O)NC1/C(C)=C/c1ccccc1 (stereo unspecified) | -5% | 7% | 0%
32 | CN(CC(=O)Nc1c(Cl)cccc1Cl)C(=O)c1cc(-c2cccs2)nn1-c1ccccc1 | 3% | 0% | -7%

Given screen by screen: entries from further up.
#24 CCOc1ccc(NC(=O)COc2cccc3c2CCN(Cc2cccnc2)C3=O)cc1
#25 Cc1[nH]c(=O)[nH]c(=O)c1Cc1cccc2ccccc12
#26 COc1ccc(C(=O)Nc2ccccc2[N+](=O)[O-])cc1S(=O)(=O)N1CCOCC1
Compound	24	25	26
N370S GC	-15%	3%	3%
TDP1 inh	5%	-2%	3%
FEN1 inhibitor	-1%	-1%	4%

(listing goes on)
cpd | structure | N370S GC | TDP1 inh | FEN1 inhibitor
33 | Fc1ccc(-n2cc(-c3ccccc3)c3c(N4CCOCC4)ncnc32)cc1 | 6% | 1% | -7%
34 | Cc1ccc(N(CC(=O)Nc2cc(C)ccc2C)S(C)(=O)=O)cc1 | 3% | . | -11%
35 | COc1cc(Cl)ccc1NC(=S)N(CCN1CCOCC1)C1CCN(C(C)=O)CC1 | 0% | 5% | 4%
36 | CC(C)NC(=S)N1CCN(S(C)(=O)=O)CC1 | 10% | 1% | 0%
37 | CCCn1c(C)cc(C(=O)COC(=O)c2cc(S(=O)(=O)NCC(C)C)c(Cl)cc2Cl)c1C | 4% | 2% | 6%
38 | COc1ccc(CN2C(=O)C(C)S/C2=N/N=C/c2ccco2)cc1 (stereo unspecified) | 23% | . | -1%
39 | Cc1cccc(OCCCC(=O)N2CCCCCC2)c1C | -3% | . | 22%
40 | CCN(CC)CCCNC(=O)Cn1ncc2c3ccccc3n(Cc3ccccc3)c2c1=O | . | 0% | -8%

Taken from above:
For TDP1 inh, no. 36 reads 1%
For TDP1 inh, no. 35 reads 5%

New compounds follow
cpd | structure | N370S GC | TDP1 inh | FEN1 inhibitor
41 | CC(=O)N1c2ccc(S(=O)(=O)N3CCCC(C(=O)Nc4cc(C)cc(C)c4)C3)cc2CC1C (stereo unspecified) | -3% | . | 1%
42 | C=CCN(C(=O)c1csnn1)C(C(=O)NC1CCCC1)c1ccc(F)cc1 (stereo unspecified) | -7% | . | -1%
43 | Cc1cccc(N(C(=O)Cc2cccs2)C(C(=O)NC2CCCC2)c2ccncc2)c1 (stereo unspecified) | 6% | 11% | 9%
44 | CCOC(=O)c1cnc(SCC(=O)N2CCN(c3ccccc3)CC2)nc1N | 0% | 1% | -1%
45 | O=C(COC(=O)CNC(=O)c1ccccc1F)NCCC1=CCCCC1 | -9% | 0% | 2%
46 | CCn1c(N2CCC(C)CC2)nc2c1c(=O)n(C)c(=O)n2C | -15% | 5% | 18%
47 | Cc1cc(C)n2c(SCC(=O)Nc3ccccc3)nnc2n1 | 6% | 3% | -17%
48 | O=C(CCCNC(=O)c1ccc(Cl)cc1)Nc1cccc(S(=O)(=O)N2CCCCC2)c1 | . | 2% | -4%

Later entries.
cpd | structure | N370S GC | TDP1 inh | FEN1 inhibitor
49 | O=C(CSCc1ccccc1)NCc1ccc2c(c1)OCO2 | 3% | 2% | -2%
50 | CC(=O)NC(CC(=O)OC(C)C(=O)Nc1ccc(Cl)cn1)c1ccccc1 (stereo unspecified) | -5% | 0% | -4%
51 | CSCC(C)N1CCC(n2nccc2NC(=O)c2ccc3c(c2)OCO3)CC1 (stereo unspecified) | 15% | 2% | 20%
52 | Fc1ccccc1NC(=S)Nc1ccc(CN2CCOCC2)cc1 | -19% | 2% | 5%
53 | O=C(Cn1cc(C(F)(F)F)ccc1=O)NCCc1ccc(Cl)cc1Cl | -3% | 0% | -7%
54 | COc1ccc(Nc2ncnc3scc(-c4ccc(F)cc4)c23)cc1 | . | 1% | -19%
55 | Cc1ccn2c(=O)c(NC(=O)c3cccc([N+](=O)[O-])c3C)c(C)nc2c1 | . | 8% | -15%
56 | COc1ccc(OC)c(-n2c(-c3ccn[nH]3)n[nH]c2=S)c1 | -4% | . | 18%

Given screen by screen: entries from further up
50	CC(=O)NC(CC(=O)OC(C)C(=O)Nc1ccc(Cl)cn1)c1ccccc1 (stereo unspecified)
51	CSCC(C)N1CCC(n2nccc2NC(=O)c2ccc3c(c2)OCO3)CC1 (stereo unspecified)
Compound,50,51
N370S GC,-5%,15%
TDP1 inh,0%,2%
FEN1 inhibitor,-4%,20%

Further compounds
cpd | structure | N370S GC | TDP1 inh | FEN1 inhibitor
57 | CC(=O)N1CCc2cc(S(=O)(=O)CCC(=O)N(C)c3cc(C)ccc3C)ccc21 | -14% | 3% | -3%
58 | Cc1noc2ncnc(N3CCCC3)c12 | -3% | -3% | -6%
59 | COc1cccc(CN2CCN(c3cccc(C(F)(F)F)c3)CC2)c1OC | -5% | ? | -16%
60 | COc1cc(/C=C2/C(=O)ON=C2C)ccc1OCc1cccc(F)c1 | 2% | 2% | -11%
61 | COc1cccc(CNC(=O)c2ccccc2NC(=O)C2=C(C)OCCS2)c1OC | -10% | 2% | 9%
62 | O=C(COC(=O)CCc1ccccc1)NCc1ccccc1 | . | 0% | 19%
63 | COc1ccc(-c2cc(C(=O)OCC(=O)N(C)C3CCS(=O)(=O)C3)c3ccccc3n2)cc1OC (stereo unspecified) | -5% | 0% | -8%
64 | CCO[C@H]1OC(C(=O)N2CCN(Cc3ccccc3)CC2)=C[C@@H](C)[C@@H]1CCCO | -5% | 0% | 3%

Going on with the list:
cpd | structure | N370S GC | TDP1 inh | FEN1 inhibitor
65 | COc1ccccc1CNC(=O)c1ccc(Cl)c(S(=O)(=O)N2CCCC2)c1 | . | 1% | 4%
66 | CC1(C)CC2(C)OCCN2C(=S)N1 (stereo unspecified) | -2% | . | 6%
67 | Cc1cc(C(=O)N/N=C2/CC(C)CC(C)(C)C2)c(C)o1 (stereo unspecified) | -9% | -1% | 21%
68 | COc1ccc(OC)c(-n2c(SCC(=O)Nc3cc(C)on3)nnc2-c2c[nH]c3ccccc23)c1 | -28% | 5% | 5%
69 | N#C/C(=C/c1ccc(-c2ccc(C(=O)O)c(Cl)c2)o1)C(=O)NCC1CCCO1 (stereo unspecified) | -3% | . | -1%
70 | O=C(Cc1ccccc1Cl)Nc1cc(S(=O)(=O)N2CCOCC2)ccc1N1CCOCC1 | . | 2% | -9%
71 | CCCOc1ccc(C(F)(F)F)cc1NC(=O)CN1C(=O)C(=O)N(CC)C1=O | . | 1%[56.1 µM] | -1%
72 | CCc1cccc(CC)c1NC(=O)CO/N=C(\N)CC(=O)NC1CCCCC1 | 1% | 2% | -4%

Carrying on:
cpd | structure | N370S GC | TDP1 inh | FEN1 inhibitor
73 | O=C(NC(=S)Nc1ccccc1N1CCOCC1)c1ccccc1F | 2% | 3% | -16%
74 | Cc1ccc(C)c(OCCC(=O)OC(C)C(=O)Nc2c(C)n(C)n(-c3ccccc3)c2=O)c1 (stereo unspecified) | -3% | . | 2%
75 | Fc1ccc(-c2noc3ncnc(NCc4cccc(Cl)c4)c23)cc1 | . | 3% | -11%
76 | CCOc1ccccc1NC(=O)c1c(NCc2cccs2)sc2c1CCC(C)C2 (stereo unspecified) | . | 1% | -16%
77 | CCCC(=O)N1CCN(c2nc3c(OC)ccc(Cl)c3s2)CC1 | -6% | 1% | -17%
78 | CCOC(=O)N1CCC(NC(=O)C2CCCN(C(=O)N3CCOc4ccccc43)C2)CC1 (stereo unspecified) | -4% | 9% | -1%
79 | CC1=CC(C)(C)N2C(=O)C3(C(C#N)=C(N)Oc4cc(O)ccc43)c3c(C)c(C)cc1c32 (stereo unspecified) | -18% | 7% | 4%
80 | Cc1ccc(NC(=O)NNC(=O)c2cc3ccccc3cc2O)cc1 | 4% | -4% | -5%

Going on with the list.
cpd | structure | N370S GC | TDP1 inh | FEN1 inhibitor
81 | Cc1ccc(OCC(=O)NCCCNC(=O)c2cccnc2)cc1 | 1% | 5%[0.0935 µM] | 12%
82 | CC1CCC2(CC1)NC(=O)N(CC(=O)c1cccn1C)C2=O (stereo unspecified) | -14% | 7% | 0%
83 | O=c1/c(=C/c2ccc([N+](=O)[O-])cc2)sc2n1CCCN=2 | -24% | 6% | 0%
84 | COc1ccc(/C=C/C(=O)N2CCN(c3ccccn3)CC2)cc1 | -3% | 1% | -11%
85 | CC(C)CC(=O)N1CCN(Cc2ccc(Br)cc2)CC1 | 0% | 3% | 11%
86 | CCOC(=O)CN1C(=O)S/C(=C/c2ccc(OC)c([N+](=O)[O-])c2)C1=O | -1% | 5% | -1%
87 | O=C(CCc1ccccc1)Nc1cc(NC(=O)CCc2ccccc2)cc(C(=O)O)c1 | -2% | 5% | 16%
88 | CCOc1ccc(NC(=O)CCc2nnc3ccc(N4CCC(C)CC4)nn23)cc1 | -9% | 3% | 3%
